All columns: NCI-60 one-dose screen, growth in % after 48 h at 10 µM unless noted; 100 = growth as untreated, 0 = no growth, -100 = all killed.
HS 578T = HS 578T breast cancer. 78,000 compounds, 4.1% hits. AID 1794788
MALME-3M = MALME-3M melanoma; 78,000 compounds, 5.8% hits
UACC-257 = UACC-257 melanoma; 78,000 compounds, 4.4% hits
T-47D = T-47D breast cancer; AID 1794792; 79,000 compounds, 5% hits
SK-MEL-28 = SK-MEL-28 melanoma; 81,000 compounds, 4.1% hits; AID 1794761
BT-549 = BT-549 breast cancer; 78,000 compounds, 4.4% hits
SK-MEL-2 = SK-MEL-2 melanoma; 77,000 compounds, 4.7% hits
UACC-62 = UACC-62 melanoma. 81,000 compounds, 5.4% hits
* = called active by the depositor; / = not tested or not shown; & = joins results of further samples; ! = not active in a repeat; [ ] = dose if it differs, or a comment. The calls were made as follows: active = growth percent below 10; inactive = the rest.

SMILES | HS 578T | MALME-3M | UACC-257 | T-47D | SK-MEL-28 | BT-549 | SK-MEL-2 | UACC-62
NS(=O)(=O)c1ccc(NC(=O)CSc2ccc(-c3ccccc3)nn2)c(Br)c1 | 41 | 73 | 100 | 37 | 95 | 46 | 96 | 59
O=C(/C=C/c1csc(Br)n1)NO | 44 | 1.0* | 22 | 8.1* | 33 | 81 | 38 | -2.6*
Cc1ccccc1NC(=O)N=Nc1c(O)[nH]c2ccccc12 | 98 | 98 | 106 | 94 | 115 | 98 | 104 | 91
Cc1c(CC(=O)O)c(=O)n(-c2ccccc2)n1C | 112 | 105 | / | 100 | 104 | 108 | / | 110
NS(=O)(=O)OCC1OC(n2cnc3cncnc32)C(O)C1O (centres undefined) | 56[0.1 µM] | 51&82[0.1 µM] | 58&61[0.1 µM] | 7.2*![0.1 µM] | 37&38[0.1 µM] | 32&36[0.1 µM] | 21&30[0.1 µM] | 42&44[0.1 µM]
O=C(Cc1ccccc1)NC(c1ccc(Cl)cc1)c1c(O)ccc2ccccc12 (centres undefined) | 54 | / | -9.1* | 11 | 37 | 50 | -3.9* | 5.8*
O=[N+]([O-])C(CO)(CO)c1ccccc1 | 103 | 97 | 114 | 90 | 105 | / | 113 | /
O=C(NCCCNc1nccc(-n2ccc3cccnc32)n1)c1ccc(C(F)(F)F)cc1 | 106 | 98 | 105 | 92 | 107 | / | 99 | 98
CCCCCCCCCCCCCCCCOc1ccc(C(=O)NN)cc1N | 98 | 102 | 98 | 78 | 96 | 95 | 90 | 106
COc1ccc(C(=O)N=Nc2c(O)n(C)c3ccccc23)cc1 | 99 | 103 | 106 | 62 | 107 | 103 | 114 | 91
CCN(CC)S(=O)(=O)c1ccc(OCCOc2ccc(S(=O)(=O)N(CC)CC)cc2)cc1 | 97 | 100 | 92 | 86 | 104 | 89 | 98 | 88
CC(=O)Oc1cccc(C2OCC(C)O2)c1 (centres undefined) | 97 | 93 | 108 | 106 | 118 | / | 107 | 109
O=C(NC1CCOC1=O)c1ccccc1 (centres undefined) | 112 | 124 | 101 | 98 | 120 | 108 | 104 | 96
Cc1cccc(NC2=C(C#N)C(=O)NC3(CCCC3)S2)c1 | 103 | 104 | -4.6* | 102 | 105 | 102 | 98 | 99
CCOC(=O)Nc1ccccc1NC(=O)OCC | 94 | 116 | 78 | / | 107 | 103 | 75 | 103

Entries above that have two or more sulfur atoms:
SMILES | HS 578T | MALME-3M | UACC-257 | T-47D | SK-MEL-28 | BT-549 | SK-MEL-2 | UACC-62
NS(=O)(=O)c1ccc(NC(=O)CSc2ccc(-c3ccccc3)nn2)c(Br)c1 | 41 | 73 | 100 | 37 | 95 | 46 | 96 | 59
CCN(CC)S(=O)(=O)c1ccc(OCCOc2ccc(S(=O)(=O)N(CC)CC)cc2)cc1 | 97 | 100 | 92 | 86 | 104 | 89 | 98 | 88

Random excerpt: three entries already listed
SMILES | HS 578T | MALME-3M | UACC-257 | T-47D | SK-MEL-28 | BT-549 | SK-MEL-2 | UACC-62
Cc1c(CC(=O)O)c(=O)n(-c2ccccc2)n1C | 112 | 105 | / | 100 | 104 | 108 | / | 110
O=C(Cc1ccccc1)NC(c1ccc(Cl)cc1)c1c(O)ccc2ccccc12 (centres undefined) | 54 | / | -9.1* | 11 | 37 | 50 | -3.9* | 5.8*
Cc1cccc(NC2=C(C#N)C(=O)NC3(CCCC3)S2)c1 | 103 | 104 | -4.6* | 102 | 105 | 102 | 98 | 99

Rewritten with each value named: two of the compounds above.
> O=C(Cc1ccccc1)NC(c1ccc(Cl)cc1)c1c(O)ccc2ccccc12 (centres undefined)
  HS 578T: 54
  MALME-3M: /
  UACC-257: -9.1*
  T-47D: 11
  SK-MEL-28: 37
  BT-549: 50
  SK-MEL-2: -3.9*
  UACC-62: 5.8*

> COc1ccc(C(=O)N=Nc2c(O)n(C)c3ccccc23)cc1
  HS 578T: 99
  MALME-3M: 103
  UACC-257: 106
  T-47D: 62
  SK-MEL-28: 107
  BT-549: 103
  SK-MEL-2: 114
  UACC-62: 91

Later entries
SMILES | HS 578T | MALME-3M | UACC-257 | T-47D | SK-MEL-28 | BT-549 | SK-MEL-2 | UACC-62
c1ccc(Nc2nc3c(s2)CCc2c[nH]cc2-3)nc1 | 96 | 92 | 89 | 11 | 110 | 95 | 99 | 92
Cc1ccc(NC(=O)[C@]23CCC(C)(C)CC2C2=CCC4[C@@]5(C)C[C@@H](O)[C@H](O)[C@@](C)(CO)C5CC[C@@]4(C)[C@]2(C)CC3)cc1 (some centres undefined) | 32 | 49 | 40 | 10 | 48 | 0.3* | 34 | 34
COc1cc2nc(-c3ccc(C(F)(F)F)cc3)cc(OCCCN3CCC(O)CC3)c2cc1OC | 65 | 44 | -8.2* | 25 | 63 | 27 | 48 | -31*
CN(C)C=C1C(=O)c2ccccc2C1=O | 89 | 73 | / | 88 | 96 | 84 | 61 | 94
Cc1nc2sccn2c1-c1nc2sccn2c1/C=C1/C(=O)Nc2ccccc21 | 32 | 50 | 52 | 28 | 45 | 36 | 61 | 34
O=C(O)C1C2CC3C(OC(=O)C31)C2Br (centres undefined) | 96&93 | 93&101 | 95&83 | 96&99 | 103&100 | 93&99 | 105&96 | 107&94
Nc1nc(C(F)(F)F)ccc1C(=O)N/N=C/c1c(Cl)cccc1Cl | 106 | 125 | 125 | 78 | 105 | 105 | 115 | 92
Cc1nn(-c2ccc(C#N)cc2)c2nc3c(nc12)c(=O)[nH]c1ccccc13 | 94 | 111 | 107 | 110 | 105 | 96 | 119 | 95
O=S(=O)(Cl)c1cccc2cccnc12 | 100 | / | 116 | 105 | 110 | 98 | 97 | 109
COc1ccc(C(CC(=O)c2ccc(C)cc2)Sc2ccccc2N)cc1 (centres undefined) | 109&99 | 83&124 | 97&102 | 86&89 | 107&96 | 93&111 | 98&133 | 89&91
COc1cc(NC(C)=O)ccc1NC(=O)c1[nH]c(C)c(Cl)c1Cl | 87 | 90 | 92 | 73 | 105 | / | 95 | 94
CC(=O)Oc1ccc(C2(c3ccc(OC(C)=O)cc3)C(=O)Nc3ccccc32)cc1 | -15* | 98&128 | 114&110 | -22* | 108&100 | -8.4* | 81&90 | 87&84
Cc1ccc(NS(=O)(=O)c2ccc3c(c2)C2OCCC2C(c2ccc(C(=O)C(C)C)cc2)N3)cc1C (centres undefined) | 82 | 17 | 24 | 24 | 51 | 54 | 73 | 47
Cc1ccc(-c2nc(/C=C3/C(=O)Nc4ccccc43)c3ccccn23)cc1 | 86 | 116 | 102 | 81 | 133 | 104 | 39 | 85
COc1ccc(C2CC(c3cccc(Nc4ccncc4)c3)=NN2c2ccc(Cl)cc2)cc1 (centres undefined) | 61 | -50* | 13 | 66 | -81* | 105 | 80 | 97
CN1CCN(Cc2ccc(NC(=O)c3cncc(C#Cc4cnc(N)c5ncccc45)c3)cc2Cl)CC1 | 80 | 54 | 90 | 121 | 45 | 105 | 56 | 98
Cc1cccc(NCS(=O)(=O)O)c1 | 104 | 102 | 83 | 94 | 113 | / | 109 | 113
O=[N+]([O-])c1cccc(N=NNc2cccc([N+](=O)[O-])c2)c1 | 101 | 102 | 103 | 76 | 100 | 101 | 104 | 76
Cc1cnc(C(=O)Nc2nc3ccc(S(=O)(=O)Nc4ccc(C5(C(F)(F)F)CC5)cc4)cc3[nH]2)cn1 | 8.5* | 32 | 58 | 22 | 54 | 41 | 38 | 35
COc1cc(Cl)cc(-c2nn(C(=O)NS(=O)(=O)c3ccc(C)cc3)cc2-c2ccncc2)c1 | 91 | 108 | 105 | 92 | 114 | 66 | 115 | 93
CC1(C)CC[C@]23CC[C@]4(C)[C@H](CC[C@@H]5[C@@]6(C)Cc7cn[nH]c7C(C)(C)[C@@H]6CC[C@]54C)[C@H]2[C@H]1OC3 | 104 | 96 | 95 | 93 | 106 | 116 | 100 | 78
CC(C)(C)c1ccc(OCCOCCCl)c(Cl)c1 | 96 | 103 | 86 | / | 106 | / | 89 | /
C/C=C/CNc1ccccc1 | 129 | 103 | 106 | 107 | 107 | 123 | 101 | 104
NC(N)=NC1CCc2ccccc2C1 (centres undefined) | / | 107 | 82 | 81 | 119 | 105 | 109 | 95
CC(=O)Nc1nnc2c3ccccc3n(C(C)=O)c2n1 | 109 | 97 | 101 | 112 | 118 | 83 | 128 | 95
CN(C)CCNc1cc2sc(NC(=O)c3ccccc3)nc2cn1 | 89 | 96 | 92 | 97 | 95 | 101 | 89 | 88
O=C1c2ccccc2C(=O)c2c1oc1ccc3ccccc3c21 | 86 | 28 | 78 | 23 | / | 70 | 101 | 84
C=CCN(C)S(=O)(=O)/N=C1\NC(=O)NC1=C(Cl)Cl | 81 | -69* | 57 | 55 | -84* | 89 | 90 | 33
Oc1c2c(n3cccc13)=c1c(Cl)cccc1=N2 | 102 | / | 107 | 102 | 114 | 107 | 93 | 98
Cn1cc(-c2nc(-c3ccsc3)cs2)c2cccnc21 | 83 | 109 | / | 53 | 104 | 99 | 87 | 82
COc1ccc2cc(-c3nc(C)c(C(C)=O)c(-c4ccc(C)cc4)n3)ccc2c1 | 86 | 91 | 101 | 72 | 101 | 82 | / | 72
O=[N+]([O-])c1ccc(F)cc1 | 112 | 112 | 106 | 100 | / | 109 | 120 | 107
N#Cc1c(-c2ccc(Cl)cc2)nc(NN=Cc2ccco2)nc1N1CCOCC1 | 68 | 42 | 88 | 23 | 66 | 59 | 82 | 58
CC(C)C1=C[C@@]23CC[C@H]4C(C)(COC(=O)c5ccco5)CCC[C@]4(C)[C@H]2C[C@@H]1[C@@H]1[C@H]3[C@@H](OC(=O)c2ccco2)CC[C@@H]1OC(=O)c1ccco1 (some centres undefined) | 107 | 107 | 108 | 100 | 105 | 101 | 102 | 95
CC1CCCc2c1nc(NC(=S)NC(=O)c1ccccc1)c(C#N)c2-c1ccc(Cl)cc1 (centres undefined) | 86 | 116 | 106 | 63 | 116 | 100 | 91 | 75
CN(C)c1ccc(C2C(C#N)=C(N)Oc3ccc4ccccc4c32)cc1 (centres undefined) | 88 | 99 | 101 | 85 | 106 | 77 | 103 | 81
COc1ccc(Nc2csc(-c3ccccn3)n2)cc1 | 108 | 100 | 107 | 104 | 109 | 98 | 106 | 91
COc1ccc(Cc2nn(CC(=O)N/N=C/c3ccccc3)c(=O)c3c(C)noc23)cc1 | 88 | 113 | 106 | 102 | 107 | 108 | 106 | 98
OCc1cnccc1NCCCOc1ccccc1 | 99 | 104 | 100 | 101 | 109 | 108 | 107 | 90
O=C1NC(=S)N/C1=C\c1ccco1 | 109 | / | 95 | 99 | 120 | 104 | / | 103
CCCCCn1c(=O)c2c(nc(NCCc3ccc(O)c(O)c3)n2C)n(C)c1=O | 97 | 90 | 100 | 87 | 94 | 87 | 100 | 97
Cc1cc(N=Nc2ccccc2)c(N)cc1N | 104 | 97 | 95 | 85 | 105 | 75 | 98 | 92
O=C(Nc1cccc2[nH]c(C(F)(F)F)nc12)c1ccco1 | 89 | 94 | 95 | / | 96 | 103 | / | 109
COc1cc(-c2nc(SCc3ccc([N+](=O)[O-])cc3)[nH]c(=O)c2C#N)ccc1OCc1ccccc1 | 100 | 100 | 95 | 102 | 99 | 146 | / | 97
CCOC(=O)C1=C(C(=O)c2ccc(Br)cc2)C(c2ccc(Br)cc2)NC(=S)N1 (centres undefined) | / | 107 | 109 | 94 | 105 | 101 | 110 | 95
CS(=O)(=O)c1ccc(-n2cc(/C=N/O)c(-c3ccc([N+](=O)[O-])cc3)n2)cc1 | 111 | 100 | 98 | 94 | 92 | 90 | 95 | 89
CCCCc1nc(Cl)c(C2CC(c3ccc(Cl)cc3)=NN2c2ccc(Cl)cc2)[nH]1 (centres undefined) | 95 | 104 | 95 | 100 | 100 | 102 | 99 | 91
CSc1ccc(C2C(C#N)=C(N)N(c3ccc(OC(F)(F)F)cc3)C3=C2C(=O)CC(C)(C)C3)cc1 (centres undefined) | 88 | 107 | 93 | 92 | 109 | 111 | 97 | 92
Nc1cc(-c2ccccc2)nn1-c1nc(-c2ccc(F)cc2)cs1 | 94 | 90 | 80 | 65 | 110 | 104 | 95 | 95
NNC(=O)N/N=C1\C(=O)N(c2nccs2)C(=O)C(=O)C1c1nc2ccccc2s1 (centres undefined) | 96 | 99 | 69 | 77 | 112 | 99 | 98 | 91
CC[C@]12C=CCN3CC[C@]4(C(=C(C(=O)OC)C1)Nc1cc(OC)c([C@@H]5[C@H]6O[C@H]6[C@@]6(CC)CC(C(=O)OC)=C7Nc8cc(OC)ccc8[C@@]78CCN5[C@@H]68)cc14)[C@@H]32 | 87 | 44 | 75 | 26 | 82 | 63 | 83 | 43
O=[N+]([O-])c1c(I)cc(O)cc1I | 98 | 104 | 71 | 82 | 110 | 104 | 107 | 94
C/C=C(\C)C(=O)N[C@H]1[C@@H](OC(C)=O)C[C@]2(C)C3CC[C@@]4(C)C(CC[C@@H]4C(C)N(C)C)C3CCC2[C@H]1O (some centres undefined) | 89 | 7.9* | 3.3* | 61 | -36* | 63 | 97 | 14
O=C(Nc1cccc2ccccc12)NC1CC1 | 108 | 123 | 106 | 92 | 105 | 91 | 121 | 100
Nc1cc(-c2ccccc2)nn1-c1cc(-c2ccccc2)no1 | 114 | 89 | 109 | 74 | 130 | 65 | 116 | 87
Cn1cnc2c1c(=O)n(CC(=O)Nc1ccccc1)c(=O)n2C | 106 | 104 | / | 98 | 110 | 94 | 106 | /
COc1cc(CNC(=O)CCCC/C=C/C(C)C)ccc1C(=O)NN | 97 | 98 | 99 | 94 | 105 | 98 | 107 | 97
Oc1ccccc1-c1nnc(CNc2ccc(F)c(Cl)c2)o1 | 106 | 101 | 98 | 65 | 105 | 91 | 87 | 97

Another view of some results above:
Every second line gives: HS 578T	MALME-3M	UACC-257	T-47D	SK-MEL-28	BT-549	SK-MEL-2	UACC-62
> CC[C@]12C=CCN3CC[C@]4(C(=C(C(=O)OC)C1)Nc1cc(OC)c([C@@H]5[C@H]6O[C@H]6[C@@]6(CC)CC(C(=O)OC)=C7Nc8cc(OC)ccc8[C@@]78CCN5[C@@H]68)cc14)[C@@H]32
→ 87	44	75	26	82	63	83	43
> CCCCCn1c(=O)c2c(nc(NCCc3ccc(O)c(O)c3)n2C)n(C)c1=O
→ 97	90	100	87	94	87	100	97

Screening data from PubChem BioAssay.
